Compound activity deposited in PubChem BioAssay by several laboratories.
ABCB6 inh MLPCN: inhibitors of human ABC transporter ABCB6; hit rate 0.19% among 360,000; Q9NP58; fluorescence ratio to DMSO, % at 10 µM; K562-ABCB6 porphyrin accumulation, flow cytometry, 1 h; hits give low values;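 active means fluorescence ratio to DMSO below 75%, the collection mean minus 3 SD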;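 further: signal is porphyrin accumulated inside mitochondria; 100% equals median channel fluorescence of DMSO control wells; lower ratio means ABCB6 inhibition with less porphyrin fluorescence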
Exocytosis inh: lytic granule exocytosis inhibition; AID 651702; TALL-104 LAMP-1 surface exposure, flow cytometry; cells stimulated with thapsigargin and PMA; inhibition, % at 10 µM; hit rate 0.66% among 360,000;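 active means inhibition above about 55%, limit read from the data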
Cardio protect: myocardial damage modulation in H9c2 cells | protection from H2O2 cell death, % at 20 µM | hit rate 0.63% among 360,000 | AID 588492 | H9c2 cardiomyocytes, H2O2 injury protection, ATPLite, 2 h;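 active means compounds giving at least 50% protection of heart cells from peroxide-induced death in the single-dose screen, raw or plate-pattern-corrected value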;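 further: 0% = DMSO wells with peroxide and 100% = DMSO wells without peroxide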
aDG glyco act: alpha-DG glycosylation activation. hit rate 0.22% among 360,000. Pro5-aDG cells, alpha-DG glycosylation AlphaScreen (IIH6); 0% Pro5, 100% B10-LARGE cell signal. activation, % at 10 µM. AID 624168;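 active means activation of at least 8% versus controls, or a plate z-score of at least 8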;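 further: Pro5 are CHO cells carrying HIG-tagged alpha-DG that lacks glycosylation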
PDI turbidity: PDI (human) enzyme inhibition | PDI insulin aggregation turbidity, A650, 90 min | P07237 | hit rate 0.052% among 350,000 | inhibition, % at 10 µM;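 active means mean inhibition across replicates of 30% or more, whatever share of single replicates reach that level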;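 further: absorbance from insulin aggregation driven by PDI reduction with DTT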
Target sequence (P07237 whole entry, looked up): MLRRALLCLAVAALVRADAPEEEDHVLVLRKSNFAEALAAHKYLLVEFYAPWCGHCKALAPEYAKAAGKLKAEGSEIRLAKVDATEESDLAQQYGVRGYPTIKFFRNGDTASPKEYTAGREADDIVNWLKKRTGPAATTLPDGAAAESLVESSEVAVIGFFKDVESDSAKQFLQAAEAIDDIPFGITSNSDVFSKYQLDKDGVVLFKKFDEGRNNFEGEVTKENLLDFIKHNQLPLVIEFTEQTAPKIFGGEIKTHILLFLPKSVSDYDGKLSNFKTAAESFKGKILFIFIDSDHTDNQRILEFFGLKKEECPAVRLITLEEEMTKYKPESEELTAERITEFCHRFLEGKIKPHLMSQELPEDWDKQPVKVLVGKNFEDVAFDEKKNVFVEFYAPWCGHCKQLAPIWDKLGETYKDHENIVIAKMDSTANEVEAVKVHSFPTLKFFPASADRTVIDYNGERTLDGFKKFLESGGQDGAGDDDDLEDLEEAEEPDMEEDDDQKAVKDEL
Vif imaging: blocks HIV Vif function. HEK293T cells, Vif self-association by quenched fluorescence, imaging, 24 h. inhibition, % at 7.49 µM. hit rate 0.35% among 340,000; in the data active means inhibition above about 50%, passing the limit was not always enough; further: some results filed as inactive read as strong as hits
CaV13 FRET inh: Disruptors of the CACNA1D IQ motif to Ca2+-dependent inactivation inhibitor domain association, primary screening, Förster resonance energy transfer in intact living … | hit rate 0.098% among 340,000 | HEK cells, CFP/YFP FRET ICDI-IQ, plate reader, 10 min; percent FRET-ratio fall versus neutral wells | inhibition, % at 12.3 µM;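 active means mean replicate inhibition of at least 30% and at least 1% of replicates passing that level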;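 further: 0% = median of the neutral control wells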
HTR2A ag: mouse HTR2A agonism via beta-arrestin recruitment | CHO-K1 mHTR2A beta-arrestin complementation, luminescence; percent of 30 µM serotonin response | AID 624169 | activation, % at 7.6 µM | P35363 | hit rate 0.66% among 360,000;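 active means activation above a run cutoff, the mean activation of all tested compounds plus 3 SD, cut at about 14% in these data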;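 further: 0% = plate median of compound wells and 100% = 30 µM serotonin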
Target sequence (P35363 whole entry, looked up): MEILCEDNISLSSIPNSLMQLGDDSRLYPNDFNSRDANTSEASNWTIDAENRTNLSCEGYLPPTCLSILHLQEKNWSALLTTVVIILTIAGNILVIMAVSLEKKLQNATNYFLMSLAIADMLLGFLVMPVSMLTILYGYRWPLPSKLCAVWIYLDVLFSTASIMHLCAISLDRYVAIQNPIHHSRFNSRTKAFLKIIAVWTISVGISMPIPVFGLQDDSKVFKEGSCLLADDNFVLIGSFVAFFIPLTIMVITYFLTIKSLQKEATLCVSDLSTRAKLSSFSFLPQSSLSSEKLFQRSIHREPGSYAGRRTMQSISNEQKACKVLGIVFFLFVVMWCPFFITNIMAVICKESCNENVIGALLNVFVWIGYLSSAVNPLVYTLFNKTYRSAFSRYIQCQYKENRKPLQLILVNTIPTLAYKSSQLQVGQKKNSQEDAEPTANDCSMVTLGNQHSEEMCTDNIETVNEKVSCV
Glyco luc inh: blocks N-linked glycosylation in D54 reporter cells. AID 588692. D54 ERlucT glycosylation luciferase reporter, 24 h; percent of 100 nM tunicamycin response. hit rate 0.23% among 360,000. reporter increase, % at 12.5 µM;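 active means mean luciferase reporter signal, scaled so untreated is 0 and the glycosylation-blocking control 100, at or above a set limit in every replicate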;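 further: luciferase carries N-glycosylation sites so blocking glycosylation raises the light; 0% = median of neutral control wells and 100% = median of 100 nM tunicamycin wells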
iPSC survival up: hiPSC single-cell survival enhancement; ATPlite luminescence; 100% = ROCK inhibitor wells, 0% = DMSO; survival enhancement, % at 20 µM; hit rate 0.044% among 360,000; in the data active means survival enhancement above about 18%;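 further: cells exposed to compounds for 16 hours before the ATP read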
The depositor's hits bear a star; . = not tested or not shown.

Value order: ABCB6 inh MLPCN	Exocytosis inh	Cardio protect	aDG glyco act	PDI turbidity	Vif imaging	CaV13 FRET inh	HTR2A ag	Glyco luc inh	iPSC survival up
NC(=O)c1ccc(N2CCN(S(=O)(=O)c3ccccc3)CC2)c([N+](=O)[O-])c1
→ 100	-2	-14	1.5	2	-12	-21	-1	-2	-0.7
COC(=O)CNC(=O)COC(=O)Cc1ccc(Cl)cc1
→ 102	-9	3	-0.3	-2	-13	-1	0	-1	0.4
C[C@H]1CN=C(Nc2ccccc2)N1CC1CCCCC1
→ 104	17	-7	0.2	6	0	-10	-3	0	1.0
CC1CCN(C(=O)C2CCCN(S(=O)(=O)c3ccc4c(c3)CC(C)N4C(=O)C3CC3)C2)CC1 (centres undefined)
→ 94	6	-17	-0.2	-12	-3	-6	-5	-2	0.2
O=C(OCn1nnc2ccccc2c1=O)C1=COCCO1
→ 97	-2	5	0.1	9	-1	-4	0	2	4.4
Cc1nn(C(C)C(=O)Nc2ccccc2Cl)c(=O)c2nn(-c3ccccc3)c(C)c12 (centres undefined)
→ 100	8	-1	0.0	4	11	-3	0	-8	0.4
O=C(c1ccccc1)N1CCN(c2ncnc3c(-c4ccccc4)nsc23)CC1
→ 95	1	-6	1.7	26	-3	3	1	-4	-0.2
CN(C)c1ccc(C(=O)C(O)c2ccccc2Cl)cc1 (centres undefined)
→ 96	-2	3	-0.2	0	-3	-6	2	-3	0.8
O=C(Nc1nc2ccccc2n1CCN1CCOCC1)c1cn(-c2ccccc2)nc1-c1ccccc1
→ 104	8	32	0.7	0	-9	.	-10	-8	-1.6
CCC(=O)Nc1ccc(S(=O)(=O)c2ccc(NC(=O)CC)cc2)cc1
→ 101	-3	-8	-0.1	-8	9	-3	0	1	-1.1
COc1ccc(CN2C(=O)C(CC(=O)NCCCCc3ccccc3)CC(C(=O)N(C)C)=C2C)cc1 (centres undefined)
→ 98	-4	2	-0.1	-6	.	-3	-7	-1	4.3
COc1ccc(C=O)cc1Cn1c(=O)n(CCC(=O)NCc2ccco2)c(=O)c2sccc21
→ 93	-4	-5	0.2	-1	-5	-1	4	-1	-0.2
O=C(Nc1ccc(Br)cn1)C1CCN(S(=O)(=O)c2cccs2)CC1
→ 97	-7	-8	0.2	5	-4	-2	-2	-4	-0.5
NC(=O)c1c(NC(=O)c2cnccn2)sc2c1CCCC2
→ 94	3	6	-0.5	2	-1	-2	0	-1	-1.6
CC1(C)CCc2cc(-c3ccnc(=S)[nH]3)ccc2O1
→ 98	-4	0	0.0	-7	-7	-16	0	-9	-0.4
O=C(Nc1ccc(-c2nnc(-c3ccccc3)o2)cc1)C1CCCO1 (centres undefined)
→ 89	2	5	-0.1	-5	-7	-8	0	-16	-2.5
C/C(=N\NC(=O)c1nnn(-c2nonc2N)c1CN(C)c1ccccc1)c1ccccc1O
→ 109	1	57*	0.2	-10	37	-3	-1	-6	1.0
COCCN(C(=O)CCC(=O)Nc1ccccn1)C(C(=O)NCCC(C)C)c1ccc(OC)cc1 (centres undefined)
→ 91	-2	-4	-0.1	0	16	-3	-3	1	-2.0
COc1cc(/C=N/OCC(=O)NC2CCCCC2)ccc1OCc1ccccc1
→ 94	-5	-10	0.4	-1	-1	-3	0	-6	1.2
CCOC(=O)c1c(C(=O)OCC)c(C)n(CCc2ccc(OC)c(OC)c2)c1C
→ 95	-3	3	0.6	-8	1	-3	1	-1	-1.1
CC(C)CN(C(=O)COC(=O)CN1C(=O)c2ccccc2C1=O)c1c(N)n(Cc2ccccc2)c(=O)[nH]c1=O
→ 99	5	-5	-0.1	-2	7	-6	-3	1	-0.4
O=S(Cc1ccccc1)CC(O)(c1ccc(Cl)cc1)c1ccc(Cl)cc1 (centres undefined)
→ 90	4	0	0.6	-2	-20	-3	0	-4	-1.2
NC(CS(=O)O)C(=O)O (centres undefined)
→ 95	0	-1	0.1	-11	-5	-5	-1	3	0.8
O=C(C[C@H]1C/C=C\CC[C@H](Cc2ccc(F)cc2)C(=O)O[C@@H](c2ccccc2)CNC1=O)N[C@H](CO)Cc1ccccc1
→ 94	8	51*	0.1	9	-4	-4	3	1	1.5
CCOC(=O)CNC(=O)C(=O)c1c(O)[nH]c2ccccc12
→ 94	-2	-1	0.0	-1	-10	-6	4	1	2.0
CCOc1ccccc1C(=O)Nc1ccc(S(=O)(=O)Nc2cc(OC)nc(OC)n2)cc1
→ 92	-1	-2	0.1	-12	-3	.	5	0	-0.7
CN(C)c1ccc(C(=O)NNC(=O)Nc2ccccc2)cc1
→ 93	-1	-2	-0.6	-3	1	-4	-2	0	2.3
O=C(c1ccc(Cl)cc1)C1CCCN(Cc2cnn(-c3ccccc3)c2)C1 (centres undefined)
→ 95	21	-22	0.2	-2	10	-19	-11	-3	-0.2
O=C(N/N=C/c1ccccc1C(F)(F)F)c1ccc(O)cc1
→ 96	0	-14	-0.3	-5	-2	-7	2	2	-3.0
Cc1cccc(C)c1NC(=O)c1ccccc1C(=O)O
→ 107	0	-3	0.3	-4	.	-5	4	.	-0.4

Part of the list above, field by field.
O=C(Nc1nc2ccccc2n1CCN1CCOCC1)c1cn(-c2ccccc2)nc1-c1ccccc1
  ABCB6 inh MLPCN = 104 | Exocytosis inh = 8 | Cardio protect = 32 | aDG glyco act = 0.7 | PDI turbidity = 0 | Vif imaging = -9 | CaV13 FRET inh = . | HTR2A ag = -10 | Glyco luc inh = -8 | iPSC survival up = -1.6
CCOC(=O)c1c(C(=O)OCC)c(C)n(CCc2ccc(OC)c(OC)c2)c1C
  ABCB6 inh MLPCN = 95 | Exocytosis inh = -3 | Cardio protect = 3 | aDG glyco act = 0.6 | PDI turbidity = -8 | Vif imaging = 1 | CaV13 FRET inh = -3 | HTR2A ag = 1 | Glyco luc inh = -1 | iPSC survival up = -1.1

Further records.
Value order: ABCB6 inh MLPCN	Exocytosis inh	Cardio protect	aDG glyco act	PDI turbidity	Vif imaging	CaV13 FRET inh	HTR2A ag	Glyco luc inh	iPSC survival up
Cc1cc(-c2ccc(S(=O)(=O)N3CCc4ccccc4C3)s2)on1
→ 96	3	-2	0.0	-5	-1	-20	6	-1	-0.4
COc1ccc(OC)c(NC(=O)COC(=O)/C=C/c2ccccc2Cl)c1
→ 104	6	0	-0.1	-8	1	-3	4	2	1.7
CC(C)C[C@@H](CN)NC(=O)c1nc[nH]c1C(=O)N[C@@H](C)C(=O)CNC[C@H](C)NC(=O)c1nc[nH]c1C(=O)N[C@@H](Cc1ccccc1)C(=O)O
→ 101	-1	0	-0.3	-3	6	-8	2	0	0.8
CCN(C(=O)COC(=O)c1ccc(Cl)c(S(=O)(=O)N2CCCCC2)c1)C1CCS(=O)(=O)C1 (centres undefined)
→ 96	3	-4	-0.1	3	7	-2	6	-1	-0.4
Cc1noc(NS(=O)(=O)c2ccc(NC(=O)CCCOc3ccc(Cl)cc3Cl)cc2)c1C
→ 99	0	-2	-0.1	6	4	-6	-1	0	-0.8
O=C(CCOc1ccccc1)N1CCN(S(=O)(=O)c2cccs2)CC1
→ 103	-3	27	-0.2	16	-1	-5	-1	2	9.4
CC(C)=NOCC(=O)Nn1c(COc2ccccc2)nc2ccccc2c1=O
→ 101	-1	1	0.3	-2	-1	-4	1	-1	-0.2
O=C(OC(C(=O)Nc1ccc([N+](=O)[O-])cc1Br)c1ccccc1)c1ccccc1 (centres undefined)
→ 103	-19	1	0.6	-1	2	-2	-3	-6	0.4
N#CC(C#N)=CNc1cccnc1
→ 98	-2	0	0.2	-2	-4	-2	-5	2	-0.6
CC1CN(C(=O)c2cc3c(=O)n4ccccc4nc3s2)CC(C)O1 (centres undefined)
→ 101	-3	13	-0.2	0	1	.	3	0	-1.7
CN(C)CCOC1c2ccccc2CSc2ccccc21 (centres undefined)
→ 95	-5	5	0.1	4	2	0	-9	-2	0.0
NS(=O)(=O)c1ccc(S(=O)(=O)N2CCCC(c3ccccc3)C2)cc1 (centres undefined)
→ 94	-1	-11	0.3	-1	.	-7	5	-1	0.5
COc1cc(C2C(C#N)=C(N)Oc3cc(O)ccc32)cc2c1OCO2 (centres undefined)
→ 108	6	14	2.2	8	-18	.	0	12	2.5
COc1ccc(OC)c(NC(=O)Nc2ccc(O)c3ccccc23)c1
→ 95	82*	-2	1.0	2	-7	-20	-8	14	0.8
CCOC(=O)c1c(C)c(C#N)c2c3ccccc3ccn12
→ 109	3	-18	0.3	-5	8	.	0	-3	5.8
O=C(NC(=S)Nc1ccc(S(=O)(=O)Nc2ccccc2)cc1)C1CC1
→ 103	-2	-5	-0.3	0	3	-3	-1	-1	3.2
Cc1cccc(N2C(=O)CC(N3CCOCC3)C2=O)c1 (centres undefined)
→ 101	0	-1	-0.2	-6	7	-5	-1	1	2.4
Cc1cc2c(c(=O)n1C)C(Cc1ccccc1)C(C#N)=C(N)O2 (centres undefined)
→ 93	-2	2	0.0	2	-6	-3	1	2	-0.4
Cc1coc2c(C)c3oc(=O)cc(-c4ccccc4)c3cc12
→ 150	1	-5	0.0	3	-13	-3	-1	0	2.4
O=C(CNC(=O)c1ccc2c(c1)OCO2)N/N=C(Br)/C=C/c1ccccc1
→ 100	3	0	-0.1	-1	7	-7	0	11	-0.8
CCOC(=O)c1sc(NC(=O)C(C)C)c(C#N)c1C
→ 101	-2	-7	-0.2	-7	3	-16	4	1	1.1
CN(C)CCOC(=O)C1(c2ccccc2)CCCC1
→ 110	2	-5	0.0	3	10	-5	-11	-2	-1.0
CCCCNC(=O)C1(C)CCCCN1C(=O)c1c(F)ccc(C)c1F (centres undefined)
→ 98	-2	-3	-0.1	-5	-11	-7	-4	2	4.4
CC1CCCCC1NC(=O)c1cccc(NC2=NC3CS(=O)(=O)CC3S2)c1 (centres undefined)
→ 104	9	5	-0.1	.	-6	-5	-2	1	3.7
CCOC(=O)c1c(NC(=O)C(=O)N/N=C/c2ccc(O)c(OC)c2)sc2c1CCCCC2
→ 90	5	53*	-0.1	3	-1	-7	0	3	-0.3
Cc1cc(C)n(-c2nc(SCCN(C)C)c3c4c(sc3n2)CCCC4)n1
→ 108	70*	-19	1.9	-5	-2	-8	-5	8	-1.4
